NOD2 inhibition: NOD2 signaling inhibitors, cell-based, luminescence, uHTS, HEK293 (AID 1566). HEK293 NOD2/NF-kB luciferase reporter, luminescence; higher % means a stronger effect. inhibition, % at 4 µM; hits with a dose series show EC50 in µM. 290,000 compounds, 0.63% hits; note: many of its hits are not listed in these tables
TNAP activators: human TNAP enzyme activators, primary screen, biochemical, luminescent, no phosphate acceptor, uHTS (AID 1001); Alkaline phosphatase, tissue-nonspecific isozyme (Homo sapiens); purified TNAP, luminescent activation assay, no phosphate acceptor; higher activation fold means a stronger effect; one-dose activation fold at 20 µM; EC50 in µM for titrated hits; 200,000 compounds, 0.03% hits; in the data active = activation fold from about 3, or a potency from the dose series; inactive = the rest, 99 in 100 with activation fold below about 1.6; note: many of its hits are not listed in these tables
GPR55 activation: GPR55 agonists via beta-arrestin recruitment, primary screen, imaging, U2OS cells, beta-arrestin-GFP redistribution (AID 1961). G-protein coupled receptor 55 (Homo sapiens). U2OS GPR55 beta-arrestin-GFP redistribution imaging; higher % means a stronger effect. one-dose activation, % at 10 µM; EC50 in µM for titrated hits. 290,000 compounds, 0.048% hits;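 active = activation above 40% with more than 50 cells counted in the well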;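 note: U2OS osteosarcoma cells stably expressing GPR55 and beta-arrestin-GFP; plate controls were DMSO negative control for no effect and LPI positive control for full effect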
KOR beta-arrestin-1: KOR antagonists, beta-arrestin recruitment, cell-based, luminescence, uHTS (AID 1778); 290,000 compounds, 0.091% hits; Kappa-type opioid receptor (Homo sapiens); KOR beta-arrestin recruitment, luminescence, antagonist mode; higher % means a stronger effect; one-dose inhibition, % at 10 µM; IC50 in µM for titrated hits; note: strong numbers were not always called active
NOD1 NF-kB reporter: NOD1 signaling inhibitors, primary screen, cell-based, luminescence, uHTS (AID 1578). 290,000 compounds, 1% hits. NOD1-driven NF-kB luciferase reporter cells, luminescence; higher % means a stronger effect. inhibition, % at 4 µM, or EC50 in µM where a hit was titrated; in the data active = inhibition mostly above about 36%, no sharp cut-off; inactive = mostly below about 34%;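 note: HEK-293T reporter cells stimulated with the NOD1 agonist gamma-tri-DAP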
NTR1 agonist: agonists of NTR1, primary screen, imaging, U2OS cells, beta-arrestin-GFP, high content (AID 493036); Neurotensin receptor type 1 (Homo sapiens), P30989; NTR1-U2OS beta-arrestin-GFP spot imaging, agonist mode; activation, % at 20 µM; 330,000 compounds, 0.17% hits;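 active = activation at or above 40% of the spot to cytoplasm intensity ratio, with at least 20 cells analyzed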;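 note: 0% = DMSO without peptide and 100% = 100 nM NTR1 peptide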
Target sequence (P30989 whole entry, looked up): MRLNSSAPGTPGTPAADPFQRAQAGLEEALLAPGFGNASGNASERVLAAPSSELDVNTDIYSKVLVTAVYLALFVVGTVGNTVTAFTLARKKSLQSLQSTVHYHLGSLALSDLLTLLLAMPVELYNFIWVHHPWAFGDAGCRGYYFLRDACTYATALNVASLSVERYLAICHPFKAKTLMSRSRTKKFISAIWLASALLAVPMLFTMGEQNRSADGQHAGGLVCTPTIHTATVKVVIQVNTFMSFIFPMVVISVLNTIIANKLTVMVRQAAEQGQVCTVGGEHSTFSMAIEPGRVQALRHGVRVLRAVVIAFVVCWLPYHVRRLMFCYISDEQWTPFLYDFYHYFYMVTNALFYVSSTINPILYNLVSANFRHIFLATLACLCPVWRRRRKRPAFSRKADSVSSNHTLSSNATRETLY
KOR beta-arrestin-2: KOR agonists, beta-arrestin recruitment, primary screen, cell-based, luminescence, uHTS (AID 1777) | Kappa-type opioid receptor (Homo sapiens) | KOR beta-arrestin recruitment, luminescence; higher % means a stronger effect | activation, % at 10 µM, or EC50 in µM where a hit was titrated | 280,000 compounds, 0.02% hits; in the data active = activation above about 50%, passing the limit was not always enough; note: a part of the inactive calls stands beside numbers as strong as those of hits
ER stress rescue: rescue of cells from ER stress-induced death, primary screen, 384-well, CSM14.1, thapsigargin, ATP luminescence (AID 1222) | CSM14.1 thapsigargin-induced death rescue, ATP luminescence; higher % means a stronger effect | cellular ATP content (survival), % at 20 µM; hits with a dose series show EC50 in µM | 190,000 tested, under 10 active;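 active = EC50 below 50 µM in the dose-response confirmation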;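 note: death triggered by thapsigargin at about 15 µM added after 2 h compound pretreatment; cell ATP read after overnight thapsigargin exposure of roughly 18 to 22 hours; normalized against plate controls of thapsigargin alone and 5% DMSO vehicle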
Yfh1-off respiration: enhancers of respiration in Yfh1-depleted yeast, dose response, Friedreich's ataxia, plus single-dose screen (AID 1465) | S. cerevisiae Yfh1-off respiration, WST-1 reduction, 72 h; higher fold induction means a stronger effect | one-dose fold induction at 50 µM; EC50 in µM for titrated hits | 220,000 compounds, 0.074% hits;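 active = fold induction of absorbance versus untreated yeast above a set limit, then at least 30% activation at any dose in follow-up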;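 note: activators that raise dye reduction in frataxin-depleted yeast; strong numbers were not always called active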
NTR1 agonist cell count 20 µM: also measured in NTR1 agonist; calls as there; cell count; measured here: cell count, cytotoxicity flag
* marks the source's active call; other numbers are inactive results; i = inactive; · = not tested or not shown; [ ] = remark or other dose. Cut-off read from the data, not from the text of the source, unless noted: active = inhibition above about 50%; inactive = the rest. Some of the compounds tested. The share of hits here may be higher or lower than overall.

| molecule | NOD2 inhibition | TNAP activators | GPR55 activation | KOR beta-arrestin-1 | NOD1 NF-kB reporter | NTR1 agonist | NTR1 agonist cell count 20 µM | KOR beta-arrestin-2 | ER stress rescue | Yfh1-off respiration |
| --- | --- | --- | --- | --- | --- | --- | --- | --- | --- | --- |
| CCCCNC(=O)c1[nH]c(C)c(C(C)=O)c1C | 24% | 1.1 | -0.3% | -12% | 1% | 0.2 | 99 | 0.5% | -1.8% | i |
| O=C(Oc1ccc2c(c1)CCC2)N1CCOCC1 | -5% | 1.1 | -0.2% | 10% | -17% | 1.1 | 92 | -2.9% | · | i |
| CS(=O)(=O)N(CCc1ccccc1)CC(=O)N1CCN(c2ccccc2)CC1 | -3% | 1.1 | 0.3% | 19% | -25% | -1.8 | 95 | 1.7% | -1.7% | i |
| CCOn1c(=O)c(-c2ccc(Br)cc2)[n+]([O-])c2ccccc21 | -6% | · | -0.3% | -29% | -8% | 0.5 | 84 | 0.2% | · | · |
| Cc1cc(CN2CCC(n3nccc3NC(=O)c3ccccc3Cl)CC2)cc(C)c1O | 9% | · | -0.2% | 39% | -13% | 1.4 | 55 | 0.1% | · | · |
| O=C(Cn1cc(C(F)(F)F)ccc1=O)N/N=C/c1ccc(Cl)cc1Cl | 11% | 1.1 | 0.0% | -37% | 1% | 0.9 | 64 | -0.7% | -5.4% | i |
| Cc1ccc(NC2=C([N+](=O)[O-])CS(=O)(=O)C2)cc1 | -20% | 1.2 | -0.1% | -31% | -29% | -0.9 | 86 | 5.3% | -1.7% | i |
| Cc1nc(C)c(C(=O)NCCC(c2ccccc2)c2ccccc2)o1 | 13% | 1.1 | 0.1% | 4% | 18% | 1.8 | 72 | -12% | -1.8% | i |
| COc1cc(Br)c(-c2sc(Nc3ccccc3)n[n+]2-c2ccccc2)cc1OC | 7% | · | 23% | -17%[20 µM] | 4% | 1.1 | 96 | -2.0% | · | · |
| C=COCCn1c(-c2nonc2N)nc2ccccc21 | 5% | 1.1 | -0.3% | -24% | 20% | 3.1 | 51 | -0.9% | -1.1% | i |
| Nc1c(-c2ccccc2)c(CSc2nc3ccccc3[nH]2)nn1-c1ccc(C(=O)O)cc1 | 2% | 1.2 | -0.2% | -19% | -35% | -1.3 | 82 | -4.8% | -1.3% | i |
| O=C(O)CSc1cn(Cc2ccccc2)c2ccccc12 | 2% | · | 0.0% | -11% | -13% | 0.8 | 89 | 2.9% | · | · |
| CCCCn1c(-c2ccc(Cl)c(Cl)c2)nc2cc3[nH]c(=O)c(C(C)C)nc3cc21 | 10% | · | 0.6% | -32%[20 µM] | -12% | 12 | 71 | 1.9% | · | · |
| Cc1cc(C)n2nc(-c3ccsc3-n3c(C)ccc3C)cc2n1 | 15% | 1.1 | -0.1% | -4% | 15% | 0.2 | 55 | 2.6% | 6.0% | i |
| COc1ccc(C2N3CC4(C)CN2CC(C)(C3)C4O)cc1OC (configuration not stated) | -4% | 1 | 0.8% | -26% | -1% | -0.4 | 59 | -4.0% | -2.4% | i |
| Cc1ccc(Nc2ccc(S(=O)(=O)N3CCOCC3)cc2[N+](=O)[O-])cc1C | 19% | 0.9 | -0.2% | 23% | -1% | 2.1 | 52 | 1.6% | 0.1% | i |

3 entries out of the list, sorted by SMILES length, high to low.
| molecule | NOD2 inhibition | TNAP activators | GPR55 activation | KOR beta-arrestin-1 | NOD1 NF-kB reporter | NTR1 agonist | NTR1 agonist cell count 20 µM | KOR beta-arrestin-2 | ER stress rescue | Yfh1-off respiration |
| --- | --- | --- | --- | --- | --- | --- | --- | --- | --- | --- |
| CCCCn1c(-c2ccc(Cl)c(Cl)c2)nc2cc3[nH]c(=O)c(C(C)C)nc3cc21 | 10% | · | 0.6% | -32%[20 µM] | -12% | 12 | 71 | 1.9% | · | · |
| COc1cc(Br)c(-c2sc(Nc3ccccc3)n[n+]2-c2ccccc2)cc1OC | 7% | · | 23% | -17%[20 µM] | 4% | 1.1 | 96 | -2.0% | · | · |
| C=COCCn1c(-c2nonc2N)nc2ccccc21 | 5% | 1.1 | -0.3% | -24% | 20% | 3.1 | 51 | -0.9% | -1.1% | i |

New compounds follow:
| molecule | NOD2 inhibition | TNAP activators | GPR55 activation | KOR beta-arrestin-1 | NOD1 NF-kB reporter | NTR1 agonist | NTR1 agonist cell count 20 µM | KOR beta-arrestin-2 | ER stress rescue | Yfh1-off respiration |
| --- | --- | --- | --- | --- | --- | --- | --- | --- | --- | --- |
| Cc1nc(N2CCC(C)CC2)c2c(C)c(C(=O)Nc3cc(F)ccc3C)sc2n1 | · | 1 | 0.0% | -62% | · | 3.3 | 83 | 10% | -0.6% | i |
| C/C=C/C=C\C(=O)Nc1cccc(C2=NOC3(C2)C[C@H](C(N)=O)N(C(=O)/C=C/C)C3)c1 (some centres not stated) | 12% | · | -0.1% | 28% | -11% | -2.6 | 62 | 1.3% | · | i |
| CC(=O)c1cccc(NC(=O)c2cc(=O)[nH]c3ccccc23)c1 | 10% | · | -0.1% | 32% | -8% | -1.6 | 81 | -4.9% | · | · |
| Nc1nc(SCc2ccc3c(c2)OCCO3)n[nH]1 | -37% | 1.1 | -0.1% | -36% | -25% | -2.2 | 65 | 5.3% | -3.1% | i |
| Cn1c(=O)n(C)c2cc(NC(=O)CSc3ccccc3)ccc21 | 9% | · | 0.7% | -21% | -24% | 2.2 | 59 | -0.1% | · | · |
| COc1ccc(N2C(=O)CCC(C(=O)Nc3ccccn3)C2c2ccc(OC)c(OC)c2)cc1 (configuration not stated) | -3% | 1.1 | 0.0% | -1% | 8% | 0.4 | 89 | -5.4% | -0.3% | i |
| O=C(NCc1cccc(Cl)c1)c1ccc(CS(=O)Cc2ccc(Cl)cc2)o1 (configuration not stated) | 9% | · | -0.2% | 16% | -28% | 2.3 | 47 | 2.6% | · | · |
| CCOC(=O)/C=C/C(=O)OCC(=O)Nc1ccc(Cl)cn1 | 15% | 1 | -0.1% | 9% | -12% | -0.8 | 36 | 5.3% | -0.6% | i |
| Cc1ccc(C2(C(F)(F)F)N=C3Sc4cc(C)cc(C)c4N3C(=O)N2)cc1 (configuration not stated) | -33% | 1 | 14% | 3% | -49% | 0.1 | 89 | -2.2% | -4.9% | i |
| S=C(NCC1CCCO1)N1CCN(Cc2ccccc2Cl)CC1 (configuration not stated) | -8% | 1 | -0.4% | -3% | -15% | -0.5 | 39 | -3.7% | -0.5% | i |
| Cc1ccc(S(=O)(=O)N(C)c2ccc3sc(C)nc3c2)cc1 | -7% | 1.2 | -0.1% | -32% | -5% | 0.3 | 28 | -4.2% | 1.1% | i |
| CC(C)NC(=S)N=Nc1c(O)[nH]c2ccc(C(C)C)cc12 | 7% | 1.5 | 1.2% | 0% | -11% | 1.8 | 78 | -4.7% | 1.1% | i |
| COc1ccc(CCn2cnc3c([nH]c4ccccc43)c2=O)cc1 | -2% | · | -0.1% | 12% | 2% | -0.2 | 51 | -0.7% | · | i |
| CC(C)Oc1ccc(CNC(=O)c2ccc3nc(N4CCOCC4)sc3c2)cc1 | 12% | · | 1.1% | -2%[20 µM] | -5% | 3.2 | 47 | -2.4% | · | · |
| COc1cccc(C(=O)NNC(=O)c2cccc(F)c2)c1 | -13% | · | -0.1% | 4%[20 µM] | -39% | -0.5 | 76 | -4.8% | · | · |
| O=C(COC(=O)/C=C/c1ccc([N+](=O)[O-])cc1)NCc1ccccc1 | 0% | 1 | -0.3% | -20% | 2% | -1.5 | 44 | 14% | -3.2% | i |
| Cc1ccc(S(=O)(=O)N(CCCN(C)C)Cc2ccc3c(c2)OCO3)cc1 | -10% | · | -0.3% | -15% | 8% | 0.4 | 104 | 3.1% | · | · |
| CCOC(=O)c1cnc(SC)nc1Sc1ccccc1Cl | 16% | 1.1 | 0.3% | -31% | -6% | 9.2 | 66 | 3.2% | -1.5% | i |
| Cc1cc(/C=C2\SC(=O)NC2=O)c(C)n1-c1ccc(N(C)C)cc1 | -8% | · | 0.3% | -10%[20 µM] | -17% | -0.1 | 48 | -3.3% | · | · |
| O=C(CC1SCCNC1=O)Nc1cc(Cl)cc(Cl)c1 (configuration not stated) | 9% | 1.1 | -0.1% | 18% | -19% | 1.4 | 51 | -1.4% | -0.3% | i |
| Oc1ccc(-c2nnc(-c3ccc(O)cc3)nn2)cc1 | -151% | 1 | 0.0% | 18% | -40% | -0.8 | 95 | -3.1% | -5.0% | i |
| Nc1ccc(Cl)c(-c2nc3ncccc3o2)c1 | -15% | 1.1 | -0.3% | 4% | 22% | -1.3 | 47 | -1.1% | -0.8% | i |
| COC(=O)C(C)n1nc(C)n(-c2ccc(C)cc2)c1=O (configuration not stated) | 2% | 1 | 0.1% | -1% | -9% | 0.1 | 56 | -2.4% | -0.5% | i |
| S=C(Nc1cccc(Cl)c1)NC1CCCCC1 | 12% | 1.1 | 0.2% | -20% | 14% | 1.4 | 30 | -1.0% | 1.0% | i |
| Cc1nc(NC(=O)c2ccco2)sc1C(=O)Nc1ccc(Br)cc1 | -6% | 1 | -0.1% | 20% | 29% | 1.1 | 44 | 0.1% | -1.8% | i |
| COc1cccc(N(C(=O)CNC(=O)c2ccco2)C(C(=O)NC2CCCCC2)c2ccncc2)c1 (configuration not stated) | -12% | 1.1 | -0.2% | -4% | -10% | 0.7 | 53 | 2.0% | -1.4% | i |
| CCCNC(=O)c1c[nH]c2ccc(S(=O)(=O)N(C)c3ccc(OCC)cc3)cc2c1=O | -15% | 1.2 | -0.4% | -20% | 6% | 12 | 51 | 0.2% | -0.2% | i |
| CCOC(=O)c1ccc(CS(=O)c2ccc(Cl)cc2)o1 (configuration not stated) | 16% | 1.1 | -0.3% | 36% | -22% | -0.6 | 57 | -3.1% | 0.0% | i |
| CCN(CC)c1ncnnc1-c1ccccc1 | 3% | 1.1 | 0.9% | -25% | -22% | -1.0 | 47 | -0.4% | -0.5% | i |
| COc1ccc(Nc2nc3nonc3nc2N2CCCCC2)cc1 | 3% | · | -0.1% | 25% | -3% | 1.4 | 76 | -2.7% | · | i |
| COc1ccccc1C(OC(=O)c1cccs1)C(=O)NCC1CCCO1 (configuration not stated) | -12% | 1.1 | -0.1% | -24% | 1% | -1.1 | 57 | 0.9% | -1.2% | i |
| Cc1ccc(S(=O)(=O)Nc2ccccc2F)cc1C(=O)NCCCN1CCCC1=O | 10% | 1.1 | -0.3% | 16% | -1% | -3.3 | 82 | 9.2% | 1.1% | i |
| c1ccc(CCNc2cnccn2)cc1 | -10% | · | -0.1% | 9% | 0% | -0.5 | 114 | 4.6% | · | · |
| Cc1ccc(NC(=S)N2CCC(NC(=O)c3ccc(F)cc3)CC2)cc1C | 22% | · | -0.2% | -33% | -25% | -0.6 | 44 | 2.2% | · | · |
| CC(=O)Nc1nnc(SCc2ccc(C(=O)Nc3ccccc3F)cc2)s1 | -5% | 1 | 0.6% | 2% | -37% | -0.5 | 41 | -7.4% | -1.0% | i |

Assay outcomes from PubChem.
